Assay outcomes deposited in PubChem BioAssay by several laboratories.
GC-A act – GC-A stimulated cGMP production enhancers – HEK293 GC-A cells, cGMP TR-FRET, EC30 ANP, primary screen | AID 1671463, 2021 | Atrial natriuretic peptide receptor 1 (Homo sapiens), P16066 | 0.14% of 370,000 active | activation, % at 10 µM | 0% at EC30 ANP, 100% saturating ANP; in the data active means activation above about 40%
hcDAF12 agonist – H. contortus DAF-12 nuclear receptor activators, primary screen, cell-based, luminescence, HEK293, lit1-tk-luc reporter. HEK293 hcDAF-12 lit1-tk-luc reporter; 0% DMSO, 100% Δ7-dafachronic acid. activation, % at 6.8 µM. 1.4% of 370,000 active;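 active means activation above the mean of all tested compounds plus 3 SD, cut at about 5.5% in these data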;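 further: 100% = response to 3 µM Δ7-dafachronic acid high control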
DAX1 inh-1 – DAX1 (NR0B1) inhibitors, primary screen, cell-based, HEK293, Gal4-DAX1, luciferase luminescence. HEK293 Gal4-DAX1 luciferase reporter. 0.99% of 340,000 active. Nuclear receptor subfamily 0 group B member 1 (Homo sapiens), P51843. inhibition, % at 6.75 µM. AID 504766, 2011;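 active means inhibition above the mean over all tested compounds plus 3 SD, cut at about 4.2% in these data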;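 further: 0% = DAX1-transfected cells with DMSO and 100% = empty-vector control cells with DMSO; inhibition shows as a rise in luminescence from relieved DAX1 repression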
Target sequence (P51843 207-470 limits assumed): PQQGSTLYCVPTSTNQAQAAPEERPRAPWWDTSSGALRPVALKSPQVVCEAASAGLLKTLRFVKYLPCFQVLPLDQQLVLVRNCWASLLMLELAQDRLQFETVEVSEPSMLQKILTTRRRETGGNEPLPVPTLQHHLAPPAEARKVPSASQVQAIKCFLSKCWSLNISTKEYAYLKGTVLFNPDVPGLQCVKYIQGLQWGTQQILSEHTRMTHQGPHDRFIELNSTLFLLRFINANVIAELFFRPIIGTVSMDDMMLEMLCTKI
FXN GAA850 act – FXN promoter activators, primary screen, cell-based, luciferase luminescence, HEK293 lucGAA850; HEK293 lucGAA850 FXN promoter luciferase reporter, 24 h; percent of 10 µM SAHA response; 0.56% of 360,000 active; activation, % at 6 µM; AID 540364, 2011;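 active means activation above the average of all compounds screened plus 3 SD, cutoff fixed separately per campaign, cut at about 7.5% in these data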;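 further: 0% = DMSO wells and 100% = 10 µM SAHA wells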
ssDAF-12 act – S. stercoralis DAF-12 nuclear receptor activators, primary screen, cell-based, luminescence, HEK293, GRIP1 co-expression, lit1-tk-luc; HEK293 ssDAF-12/GRIP1 lit1-tk-luc reporter; % of 3 µM dafachronic acid response; activation, % at 6.8 µM; Nuclear hormone receptor DAF-12 (Strongyloides stercoralis); 1% of 370,000 active; AID 652126, 2013;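 active means activation above the mean over all tested compounds plus 3 SD, cut at about 0.9% in these data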;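 further: 0% = DMSO-only wells and 100% = 3 µM delta7-dafachronic acid wells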
SMARCA2 activ – SMARCA2 (BRM) function activators, primary screen, cell-based, luminescence, high throughput. MG213 cells, MMTV-luciferase reporter, dexamethasone, overnight. AID 652017, 2013. 1% of 370,000 active. activation, % at 9.1 µM; in the data active means activation above about 7.8%;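 further: 0% = vehicle wells and 100% = reference activator wells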
sPLA2-III inh – human group III sPLA2 inhibitors, primary screen, biochemical, QFRET, BODIPY PC-A2 liposome substrate; 0.56% of 370,000 active; inhibition, % at 12.2 µM; QFRET BODIPY PC-A2 liposome hydrolysis, fluorescence;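 active means inhibition above mean plus 3 SD of compounds lying within the high and low control bounds, cut at about 19% in these data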;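 further: 0% = median of test compound wells and 100% = no enzyme DMSO wells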
NPR2 activator – human GC-B receptor activators, primary screen, HEK293 GC-B cells, cGMP TR-FRET, EC30 CNP; 0% at EC30 CNP, 100% saturating CNP; activation, % at 10 µM; 0.11% of 370,000 active; AID 1920062, 2024;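 active means activation at 10 µM reaching about 35% in either raw or pattern-adjusted values, limit read from the data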
DAX1 inh-2 – DAX1 (NR0B1) inhibitors on StAR promoter, primary screen, cell-based, luminescence, SF-1 (NR5A1), full-length DAX-1. HEK293T StAR-luciferase reporter, SF-1/DAX-1 repression relief. inhibition, % at 6.8 µM. 1.1% of 370,000 active. AID 652010, 2013;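 active means inhibition above the mean over all tested compounds plus 3 SD, cut at about 3.6% in these data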;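 further: 0% = DAX-1 cells with DMSO and 100% = cells lacking DAX-1 with DMSO; higher inhibition means more luminescence from relief of DAX-1 repression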
hgDAF-12 ag – H. glycines DAF-12 receptor agonists, primary screen, cell-based, luminescence, HEK293, GAL4 fusion, UAS-luciferase. Nuclear hormone receptor DAF-12 (Heterodera glycines), GAL4 fusion. HEK293 GAL4-hgDAF12 UAS-luciferase reporter, agonist luminescence; normalized to butyrate control. activation, % at 6.8 µM. 1.8% of 370,000 active. AID 687014, 2013;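 active means activation above a cutoff set at the mean of all screened compounds plus 3 SD, cut at about 10% in these data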;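 further: 0% = DMSO wells and 100% = sodium butyrate wells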
ADAM10 inh – human ADAM10 inhibitors, primary screen, biochemical, QFRET, HTS; Disintegrin and metalloproteinase domain-containing protein 10 (Homo sapiens), O14672; recombinant ADAM10, EDANS/DABCYL FRET peptide cleavage, 3 h; inhibition, % at 7 µM; 0.62% of 370,000 active;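 active means inhibition above a per-campaign cutoff equal to the mean of compounds falling between control-based bounds plus 3 SD, cut at about 20% in these data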;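 further: 0% = DMSO wells while the 100% control is not disclosed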
Target sequence (O14672 214-748 limits assumed): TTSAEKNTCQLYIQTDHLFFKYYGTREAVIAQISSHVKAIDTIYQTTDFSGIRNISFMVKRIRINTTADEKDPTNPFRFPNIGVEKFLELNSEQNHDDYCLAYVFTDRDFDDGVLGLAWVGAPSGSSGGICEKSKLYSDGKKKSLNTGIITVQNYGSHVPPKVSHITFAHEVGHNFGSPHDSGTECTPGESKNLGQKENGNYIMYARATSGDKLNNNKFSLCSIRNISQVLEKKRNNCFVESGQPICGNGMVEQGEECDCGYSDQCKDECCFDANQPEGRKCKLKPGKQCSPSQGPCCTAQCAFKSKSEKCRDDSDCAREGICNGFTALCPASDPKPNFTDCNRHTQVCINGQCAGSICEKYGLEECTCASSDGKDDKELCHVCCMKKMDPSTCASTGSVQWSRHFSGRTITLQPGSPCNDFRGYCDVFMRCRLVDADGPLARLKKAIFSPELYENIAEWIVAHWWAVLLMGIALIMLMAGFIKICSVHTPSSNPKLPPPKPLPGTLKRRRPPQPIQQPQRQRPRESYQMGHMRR
* = called active by the depositor; x = not tested or not shown.

SMILES	GC-A act	hcDAF12 agonist	DAX1 inh-1	FXN GAA850 act	ssDAF-12 act	SMARCA2 activ	sPLA2-III inh	NPR2 activator	DAX1 inh-2	hgDAF-12 ag	ADAM10 inh
CCOC(=O)c1ccccc1NC(=O)COc1ccccc1	-5	-0.8	-0.2	1.8	-0.6	0	-3	-8	-1.3	3.4	5
Cc1ccc(S(=O)(=O)c2nc(S(C)(=O)=O)sc2N2CCC(C)CC2)cc1	-1	-1.9	-0.4	2.2	-1.3	7.8*	4	-2	-0.2	-1.6	-14
CC(CN1CCOCC1)OC(=O)/C=C/c1ccccc1 (stereo not given)	3	0.3	0.2	0.9	-0.6	-2	0	8	-0.2	3.9	-3
Cc1cccc(OCC(=O)N/N=C/C=C/c2ccco2)c1	-2	-2.0	-1.1	4.0	-0.3	4	-13	6	0.8	-2.3	6
COc1ccc2c(c1OC)C(=O)OC2n1c(O)c(N=NC(C)=O)c2ccccc21 (stereo not given)	0	0.4	1.7	2.4	-1.6	-3	3	6	0.8	-6.3	2
COc1ccc(C(CNC(=O)c2ccc(S(=O)(=O)N3CCCC3)cc2)N(C)C)cc1OC (stereo not given)	-3	0.0	1.1	1.9	-1.6	-5	7	3	2.7	0.2	2
Cc1nc2c(nc1C)C(=O)c1ccccc1C2=O	9	-0.5	0.2	-1.7	-1.2	-3	1	-5	-3.1	-7.1	1
COCCCN1C(=O)c2ccc(C(=O)OCC(=O)N(CCC#N)c3cc(C)cc(C)c3)cc2C1=O	0	-0.5	-1.5	2.3	-0.6	-2	5	5	0.0	2.9	-3
COc1ccc(C(=O)Nc2cc(C)nn2-c2ccc(C)cc2)cc1	1	0.3	0.9	-0.2	-0.7	0	1	-2	-0.8	-0.9	-1
COc1ccc(OC)c(C(=O)Cn2c3[n+](c4ccc(C(F)(F)F)cc42)CCCCC3)c1	2	-0.2	0.5	0.6	-1.7	-2	-9	2	-0.3	0.1	-8
CC1(C)Cc2nc3oc4c(N(CCO)Cc5ccccc5)ncnc4c3cc2CO1	9	-2.4	0.9	-2.3	-1.4	-2	4	15	-1.2	0.3	-48
Cc1ccc(C(=O)C[n+]2cc(Br)cc(Br)c2)cc1[N+](=O)[O-]	7	1.6	-0.5	0.5	-0.8	-1	-1	2	0.2	0.7	6
O=C(NCC1CCCO1)c1ccccc1-c1nc(-c2ccccc2)no1 (stereo not given)	0	4.3	0.0	5.2	0.1	3	-3	3	-0.1	4.1	3
O=C(c1ccc(Cl)cc1)N1CCCC(c2ccccc2)=N1	-1	-1.3	-0.1	1.0	-1.3	-1	-7	-2	-1.1	-1.0	7
CC(C)(C)NC(=O)C(=O)N/N=C/c1ccc(F)cc1	3	-0.9	-1.0	1.1	-0.2	4	1	0	0.5	4.2	-3
O=C(CNC(c1ccccc1)c1ccccc1)Nc1cc([N+](=O)[O-])ccc1Cl	-2	0.4	-0.7	1.8	-1.1	3	1	-4	-0.1	-1.1	6
N=c1oc2ccc3ccccc3c2cc1-c1nc(-c2ccccc2)cs1	2	6.2*	0.5	3.0	0.3	-1	1	-4	0.8	0.8	-11
CCOC(=O)N1CCN(C(=O)CSc2nnc(COc3ccc(Cl)cc3)o2)CC1	5	-1.9	0.8	1.0	0.5	-1	-9	1	-0.2	1.8	-12
Cc1cccc(NC(=O)[C@@H]2CCCN2S(=O)(=O)c2ccc(Cl)cc2)c1	-1	-1.4	-0.8	1.1	-1.3	5	-11	-1	-0.3	-0.1	6
CCN(CC)CCN1C(=O)C(=O)/C(=C(/O)c2cnn(-c3ccccc3)c2C)C1c1ccc(C)o1 (stereo not given)	2	1.4	0.5	0.7	-1.6	12*	-7	3	1.3	7.2	-9
Cn1ncc(C#N)c1/N=C/N1CCOCC1	-2	-2.1	0.7	-1.6	-0.8	-4	0	2	-1.0	-1.4	-8
CC(=O)NC1CC2CCCC(C1)N2C(=O)Nc1c(C)cccc1C (stereo not given)	-1	0.5	1.5	0.4	-1.4	2	-2	1	0.4	2.1	-16
COc1ccccc1CNC(=O)c1cccc(N(C)C)c1	-8	-0.2	0.2	-1.1	-0.6	-2	7	2	-0.2	4.5	-64
O=C(COC(=O)Cc1ccc(Cl)cc1)NCc1ccc2c(c1)OCO2	-2	-0.8	-0.1	2.9	-0.6	-1	2	0	1.2	-3.3	-8
CC1(C)CC(=O)CC(C)(C)N1OC(=O)c1ccncc1	0	-1.5	-0.2	1.3	-0.7	-2	1	8	-1.1	-2.2	-6

(listing goes on)
SMILES	GC-A act	hcDAF12 agonist	DAX1 inh-1	FXN GAA850 act	ssDAF-12 act	SMARCA2 activ	sPLA2-III inh	NPR2 activator	DAX1 inh-2	hgDAF-12 ag	ADAM10 inh
COc1cc(OC)c2c(-c3ccccc3)cc(=O)oc2c1C(CCN1CCOCC1)c1ccc2c(c1)OCO2 (stereo not given)	-1	-2.4	-1.0	2.1	-1.0	0	-15	-1	-1.3	-1.9	-2
CCOC(=O)CCCCCN(Cc1ccccc1)S(=O)(=O)c1ccc([N+](=O)[O-])cc1	-2	-1.6	0.8	0.0	-1.0	-2	-3	-5	-0.6	0.4	2
CCN(CC)CCn1c2ccccc2c(=O)c2c(O)ccc(O)c21	3	-1.3	-0.4	5.2	-1.3	8	-5	-3	-0.1	-1.4	-39
COC(=O)C[C@H]1c2cc(C(F)(F)F)ccc2S(=O)(=O)N1C1CCCC1	2	-0.7	1.0	0.5	-1.6	-1	-2	-9	0.7	-0.5	5
CCCCCC(=O)NC1CCCCN(C)C1=O (stereo not given)	0	-0.2	x	x	0.3	-3	2	-2	0.6	-3.2	2
Cc1cc2oc(C(=O)Nc3nonc3C)c(C)c2cc1C	8	3.7	1.6	2.3	-0.7	8.9*	7	3	7.8*	8.4	1
COc1cccc(CN(C)C(=O)CCNC(=O)c2ccc(Br)cc2)c1	-5	-1.9	-0.5	-0.3	-1.0	-5	0	-2	1.3	-3.1	-14
CN1CCN(C(=O)c2ccccc2-c2nc(-c3ccc(Cl)cc3)no2)CC1	1	1.2	0.1	3.0	-0.2	1	-5	1	-0.8	-0.8	6
COc1ccc(CCNC(=O)COC(=O)c2ccc(N3CCCC3=O)cc2)cc1OC	-1	-0.4	0.2	-0.7	-2.4	3	-1	4	-0.8	1.5	0
CCOc1cc(S(=O)(=O)NC2CC(C)(C)NC(C)(C)C2)ccc1F	-6	0.6	1.5	1.4	-0.3	2	6	4	-0.4	0.2	2
COC(=O)[C@]12C[C@H](CC(=O)NCc3cccc4ccccc34)C(=O)N(Cc3cccc4ccccc34)C1=C[C@H](COCc1ccccc1)O[C@@H]2C	-2	2.3	x	x	-0.7	-2	-15	8	-0.9	2.2	12
Cc1nn(CCCC(=O)Nc2ccc(Br)cc2F)c(C)c1[N+](=O)[O-]	-5	0.7	0.2	0.9	-1.9	-1	-5	-1	-0.1	-1.6	0
CC(C)n1nnnc1SCC(=O)c1ccc2c(c1)OCCO2	0	-0.1	0.8	1.3	-1.1	5	-14	4	0.7	2.7	-3
O=C(CSc1nc2ccccc2nc1N1CCOCC1)N1CCN(c2cccc(C(F)(F)F)c2)CC1	-9	-4.6	x	x	-2.2	-7	-3	-4	-2.4	8.8	0
CCn1c(=O)c(=O)[nH]c2cc(C(=O)NC3CCCc4ccccc43)ccc21 (stereo not given)	-3	-0.9	-0.1	0.2	-1.7	-3	2	-4	-0.8	0.1	-74
Cc1cc2nc(-c3ccccc3)c(CC3CCCCC3)n2c(C)c1Br	-1	6.9*	x	x	0.9*	3	3	-5	3.5	3.8	-8
C=C[C@]1(C)C[C@H]1[C@H](NP(=O)(c1ccccc1)c1ccccc1)c1ccccc1	-19	-1.1	1.3	1.0	-0.7	0	4	-18	0.2	2.1	-10
CN1C(=O)/C(=N\OC(=O)c2ccccc2Cl)c2ccccc21	0	-1.0	-0.2	0.5	-1.8	0	-11	-2	-0.2	-3.7	2
CCCC(=O)Nc1cc(C(=O)N(C)CC(OC)OC)ccc1S(=O)(=O)c1ccc(C)cc1	2	-1.1	1.5	0.1	-0.7	2	-2	5	-0.2	1.0	-6
COc1cc(CN(C(=O)c2cc3ccccc3oc2=O)C2CCS(=O)(=O)C2)cc(OC)c1OC (stereo not given)	3	-1.5	0.7	1.2	-1.1	2	-2	2	0.4	4.7	-1
COCCCNC(=O)c1cccc2c(-c3ccc(O)c(OC)c3)coc12	-4	-1.6	x	-0.2	-1.4	-2	-7	-4	-1.7	0.6	-7
COc1cccc(NC(=O)COC(=O)c2cc(=O)c3ccccc3o2)c1	-6	-0.3	-0.4	2.7	-1.3	0	2	3	-0.7	0.7	2
O=C(CN1CCOCC1)Nc1ccccc1C(=O)Nc1ccccc1	3	0.6	1.4	-0.7	-1.4	-1	3	0	-0.4	-2.0	-15
COc1ccc(S(=O)(=O)N2CCCCCC2)cc1C(=O)N1CCCCC1	2	0.1	0.1	-0.1	-0.9	-2	5	-5	-0.6	-3.5	-10
CON1C(=O)C(=O)N(OC)C(C)(C)C1C (stereo not given)	5	0.4	0.8	0.4	-2.1	0	7	3	-0.1	-0.1	2

Going on with the list:
SMILES	GC-A act	hcDAF12 agonist	DAX1 inh-1	FXN GAA850 act	ssDAF-12 act	SMARCA2 activ	sPLA2-III inh	NPR2 activator	DAX1 inh-2	hgDAF-12 ag	ADAM10 inh
CC(=O)NS(=O)(=O)c1ccc(NC(=O)COc2ccc(C(=O)c3ccccc3)cc2)cc1	1	4.1	0.8	-0.6	-0.2	-2	-15	1	-0.1	-4.7	-2
CN(CCOc1ccccc1)C(=O)c1cc(S(=O)(=O)N2CCCCC2)ccc1Cl	-2	-1.8	-1.7	0.4	-1.1	-4	1	0	-1.9	-1.9	-14
Cc1ccc(-n2c(SCC(=O)Nc3ccccc3-c3ccccc3)nnc2-c2ccco2)cc1	-9	-2.8	x	x	-1.7	-1	-10	-7	-0.9	-1.0	7
COc1ccc(/C=C2/Sc3ccc(C(=O)NCCN4CCCCCC4)cc3NC2=O)cc1	-2	-1.2	-0.2	-1.0	-1.4	1	-4	-7	1.7	-1.8	4
CCN(C#N)c1nc(N(C)C)nc(N(C)C)n1	-2	-0.3	-0.7	-0.4	-1.9	2	4	5	-0.5	-3.1	5
O=C(CCCC(=O)OCC(=O)c1ccc(Cl)cc1)NC1CCCCC1	1	-0.4	0.6	-1.4	-1.2	-1	-7	-5	-1.4	0.4	1

Outcome played no part in choosing rows. Share with any hit: about 6.6%.
